Screening results (PubChem)
KDM5B inhibitor = KDM5B demethylase inhibition; Potency, µM (highest dose often 57.7 µM), without a hit: top-dose activity change, negative = inhibition, actives largely listed as inhibitors; Q9UGL1; KDM5B demethylase, FDH-coupled NADH fluorescence (FDH is formaldehyde dehydrogenase); 220,000 tested, 2.6% active; AID 1347165; active means well fitted inhibition curve with a large enough effect; inconclusive means small, poorly fitted or top-dose-only effect; inactive means no such curve, though single readings can be large or run the other way; further: 0% is about no effect; nearly all actives have a fitted effect of over 70% in size
Target sequence (Q9UGL1 whole entry, looked up): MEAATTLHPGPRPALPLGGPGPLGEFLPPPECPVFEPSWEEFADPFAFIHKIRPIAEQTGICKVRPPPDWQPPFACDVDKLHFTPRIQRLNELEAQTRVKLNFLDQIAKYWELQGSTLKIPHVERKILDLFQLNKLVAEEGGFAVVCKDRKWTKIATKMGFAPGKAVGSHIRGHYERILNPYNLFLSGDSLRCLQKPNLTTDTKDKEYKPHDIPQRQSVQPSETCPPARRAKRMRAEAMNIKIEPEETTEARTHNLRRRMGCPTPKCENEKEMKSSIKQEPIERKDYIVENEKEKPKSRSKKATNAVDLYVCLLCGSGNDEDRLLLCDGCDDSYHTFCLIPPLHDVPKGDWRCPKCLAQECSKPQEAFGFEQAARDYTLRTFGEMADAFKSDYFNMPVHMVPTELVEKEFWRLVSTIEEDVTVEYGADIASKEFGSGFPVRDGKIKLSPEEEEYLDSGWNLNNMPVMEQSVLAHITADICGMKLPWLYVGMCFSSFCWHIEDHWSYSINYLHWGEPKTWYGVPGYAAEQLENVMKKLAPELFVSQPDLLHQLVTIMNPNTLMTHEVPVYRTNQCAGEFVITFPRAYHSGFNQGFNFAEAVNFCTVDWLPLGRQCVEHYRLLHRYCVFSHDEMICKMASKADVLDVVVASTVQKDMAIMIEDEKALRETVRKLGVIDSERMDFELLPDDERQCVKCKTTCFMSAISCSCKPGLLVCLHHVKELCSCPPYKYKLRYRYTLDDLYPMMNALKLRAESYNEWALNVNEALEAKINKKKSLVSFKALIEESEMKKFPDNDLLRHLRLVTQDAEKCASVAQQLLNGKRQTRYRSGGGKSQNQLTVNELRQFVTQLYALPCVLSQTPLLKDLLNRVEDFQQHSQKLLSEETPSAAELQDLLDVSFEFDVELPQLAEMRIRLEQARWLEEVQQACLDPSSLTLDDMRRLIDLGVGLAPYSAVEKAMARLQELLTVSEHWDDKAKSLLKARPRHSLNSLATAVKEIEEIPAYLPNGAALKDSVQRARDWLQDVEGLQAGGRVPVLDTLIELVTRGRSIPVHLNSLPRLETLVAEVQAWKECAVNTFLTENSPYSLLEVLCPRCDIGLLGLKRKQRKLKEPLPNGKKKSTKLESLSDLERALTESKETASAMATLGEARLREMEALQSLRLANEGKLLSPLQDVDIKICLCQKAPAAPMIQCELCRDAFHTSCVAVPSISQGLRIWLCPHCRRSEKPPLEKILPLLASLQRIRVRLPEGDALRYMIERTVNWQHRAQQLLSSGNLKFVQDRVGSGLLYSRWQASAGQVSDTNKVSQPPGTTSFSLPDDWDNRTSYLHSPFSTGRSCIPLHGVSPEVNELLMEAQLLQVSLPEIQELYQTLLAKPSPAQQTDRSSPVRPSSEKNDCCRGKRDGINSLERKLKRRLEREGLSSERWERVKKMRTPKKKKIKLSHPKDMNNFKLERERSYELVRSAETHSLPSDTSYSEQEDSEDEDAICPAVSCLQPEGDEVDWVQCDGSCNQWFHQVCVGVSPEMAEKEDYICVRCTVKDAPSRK
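KDM5BΔAP (200 nM final) in 50 mM HEPES pH 7.5, 0.01% Tween-20 was preincubated 10 min at RT with compound over a concentration range. Substrate mix (H3K4me3 12.5 µM, α-KG 25 µM, Fe²⁺, ascorbate, NAD⁺, FDH) was added, and NADH fluorescence change over 30 min gave dose-response curves.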
* hit, by the source's call; i = inactive; ? = inconclusive; [ ] = dose if it differs, or a comment. Potency means the concentration at half of the fitted maximal effect. Not all compounds are listed; the hit share may differ from the screen's.

mol | KDM5B inhibitor
Cc1ccc(C(=O)N/C(=C\c2ccc(Cl)cc2)C(=O)NCCN2CCOCC2)cc1 | 21%
Cc1cc(NC(=O)C(C)OC(=O)c2cc3c(s2)CCCC3)no1 (stereo not drawn) | -7%
CN1CCN(c2ncc3c(n2)CCN(Cc2ccc(Br)s2)C3)CC1 | -6%
CCc1nc(-c2c3n(c(=O)n(CC(=O)Nc4cc(C)on4)c2=O)CCCC3)no1 | 2%
CCc1nc2c(c(-c3ccc(Cl)cc3)n1)CN(Cc1ccc(C)cc1)CC2 | ?
COc1ccccc1CNC(=O)CCc1c(C)c2ccc(O)c(C)c2oc1=O | ?
CC(CNC(=O)c1nccnc1N)c1ccccc1 (stereo not drawn) | ?
O=C(NCCn1cnc2ccccc2c1=O)C1CC(=O)N(c2n[nH]c3ccccc23)C1 (stereo not drawn) | -17%
CCOC(=O)c1ccc(S(=O)(=O)N2CCC3(CC2)NC(=O)c2ccccc2N3)cc1 | -23%
CCSc1ncc(CN2CCN(c3nc(C)cnc3C)CC2)cn1 | ?
O=C(CC1CCCN(c2cnn(CC3CC3)c(=O)c2)C1)NCc1ccc(F)cc1 (stereo not drawn) | 24%
COc1ccc(C)cc1NC(=O)CN1C(=O)NC2(CCC(C(C)(C)C)CC2)C1=O (stereo not drawn) | -27%
COc1ccc(C(=O)N2C[C@@H](Oc3ccccc3)C[C@H]2C(=O)N2CCCC2)cc1F | 11%
O=C(O)CCn1ncc2cc(OC3CCN(C(=O)CC4CC4)CC3)ccc21 | -26%[86.2 µM]
CC(C)NC(=O)C(C)n1cnc2c1c(=O)n(C)c(=O)n2C (stereo not drawn) | 14%

Next entries.
mol | KDM5B inhibitor
O=C1COc2ccc(-c3csc(Nc4ccccc4)n3)cc2N1 | -9%
O=C(NCc1ccc(F)cc1)N1CC(c2noc(C3CCCN3CC3CC3)n2)C1 (stereo not drawn) | -9%
CCOc1ccc(Oc2ccc(NC(=O)C3=NN(C4CCS(=O)(=O)C4)C(=O)CC3)cc2)cc1 (stereo not drawn) | -7%
CCCCC(=O)Nc1cccc(N)c1 | 5%
CCc1nnc(NC(=O)Cn2ccc3c(Cl)cccc32)s1 | 1%
Cc1nnnn1CCC(=O)N[C@H]1CN(S(C)(=O)=O)C[C@@H]1C(C)C | 38%
Cn1cc([C@@H](NC(=O)CCc2c[nH]c3ccccc23)C2CC(O)C2)cn1 (stereo partly drawn) | -13%
Cn1c(=O)[nH]c(=O)c2c1nc(CN1CCN(Cc3ccccc3)CC1)n2CCCc1ccccc1 | -9%
COc1ccc(-c2noc(-c3cccn3CC(=O)Nc3ccc(C)c(C)c3)n2)cc1F | 9%
CS(=O)(=O)NNC(=O)Cn1nnc(-c2ccc(OCc3ccccc3Cl)cc2)n1 | 23%
CC1C/C(=N\NC(N)=S)c2cc(Cl)ccc2S1 (stereo not drawn) | ?
CCOc1ccccc1CNC(=O)c1cnc2sc(N3CCCC3)nn2c1=O | ?
O=C1NCCCCCCN(Cc2cccc(F)c2)[C@H]2CCC[C@@H]12 | ?
CC(C)Oc1ccc(/C=C(/C#N)c2ccc(Cl)cc2)cc1Cl | -14%
Cc1ccc(S(=O)(=O)N(C)CC(=O)OCC(=O)NCCN2C(=O)CSC2=O)cc1 | 3%

New compounds follow
mol | KDM5B inhibitor
COC(=O)c1cc(NC(=O)c2cc(-c3ccc(C(F)(F)F)cc3)oc2C(F)(F)F)ccc1N1CCOCC1 | ?
Cc1nn2c(c1-c1ccccc1OCc1ccccc1)N(C(=O)Cc1ccccn1)CCC2 | -19%[86.2 µM]
COc1ccccc1Cn1c(-c2ccc(F)cc2)nc(C)c(CCO)c1=O | -16%
COc1ccc2cc(CNC(=O)c3nccnc3N)ccc2c1 | -29%
COc1cc(C(=O)NCc2nc(-c3ccc(Cl)cc3)no2)cc(OC)c1OC | -37%
CCc1cc(C2CCCN2C(=O)c2cccs2)on1 (stereo not drawn) | -7%
Cn1ccc2ccc(-c3nc(C4CCOC4)no3)cc21 (stereo not drawn) | i
Cc1ccc(C)n1-c1nnc(N2CCC(C(=O)NCc3ccccc3Cl)CC2)s1 | -22%
CCOc1cc(C#N)c(NC(=O)c2ccc(OC)c(S(=O)(=O)N3CCCCC3)c2)cc1OCC | ?
Cc1noc(C)c1S(=O)(=O)NCC1(COc2ccc(S(C)(=O)=O)cc2)C[C@@H](O)[C@@H](O)C1 (stereo partly drawn) | -4%
O=C(O)C1CCc2nnc(C3CCN(C(=O)c4cccc(Cl)c4)C3)n21 (stereo not drawn) | -24%[149 µM]
CC(C)CN1C(=O)COC[C@@H]1[C@H](O)c1ccc(NC(=O)Cc2ccccc2)cc1 | -1%[86.2 µM]
COc1ccc(-c2cc(N3CCCC(NC(=O)c4cc(Cl)ccc4OC)C3)n[nH]2)cc1 (stereo not drawn) | ?
Cc1nn2c(c1-c1ccnn1C(C)C)N(C(=O)Cc1ccc(O)cc1)CCC2 | -9%[86.2 µM]
Cc1noc(C2CC3(CCN(C(=O)c4cccnc4C)CC3)CN2C)n1 (stereo not drawn) | -4%

(more compounds)
mol | KDM5B inhibitor
O=C(CN1CCCC1=O)NCC1Cn2cccc2C(=O)N1Cc1ccccc1 (stereo not drawn) | -25%
Cc1cccc(S(=O)(=O)Nc2cccc(-c3ccc(N4CCCCC4)nn3)c2)c1 | ?
O=C(Nc1cccc2[nH]ccc12)C(=O)NC1CCCCCC1 | -14%
CS(=O)(=O)N1CCCCC1C(=O)NC1CCCC1 (stereo not drawn) | -2%
COc1ccc(-c2c(C)c3ccc(O)c(CN4CCCC4)c3oc2=O)cc1 | ?
O=C(O)/C=C(/c1ccccc1)C(F)(F)F | -6%
COc1ccc(/C=N/NC(=O)c2ccncc2)c(OC)c1 | 7%
NC(=O)NC(c1ccc(Cl)cc1)c1ccccc1Cl (stereo not drawn) | 13%
OCC1CCCN1Cc1ccccc1 (stereo not drawn) | -15%
C#CCN1CCN(C(=O)Nc2ccc(F)cc2)CC1 | 24%
O=C(Cc1ccc(F)cc1)NCCc1cnc[nH]1 | 27%
O=[N+]([O-])c1cccc2ccc(/C=C/c3ccccc3OC(F)F)nc12 | ?
CC(C)c1cccc(C(C)C)c1OCCCCCN1CCOCC1 | -1%
COc1ccc(C(=O)N2CCOCC(O)(CN3CCCC3)C2)c(OC)c1 (stereo not drawn) | -21%
S=C(NCCCCc1ccccc1)Nc1cccc(Cl)c1Cl | -4%

Next section
mol | KDM5B inhibitor
CSCC(=O)N1CC[C@H](NC(=O)Nc2ccc(F)cc2F)[C@H]1C(=O)N[C@H](Cc1ccccc1)C(N)=O | 25%
O=C(C1CCC1)N1CCC(Oc2cccc(F)c2)C1 (stereo not drawn) | -5%
Cc1ccc(NC(=O)CSc2nc(=O)n(Cc3cccnc3)c3c2CCC3)cc1F | 0%
CC(=O)c1c[nH]c(C(=O)NC(c2cccc(F)c2)c2nccn2C)c1 (stereo not drawn) | 4%
CC(C)c1cccc(C(C)C)c1NC(=O)c1nn(C)c(=O)c2ccccc12 | -5%
Cc1ccc(C2CCN(C(=O)c3cnn(-c4ccccc4Cl)c3C3CCN(C(=O)OC(C)(C)C)CC3)C2)cc1 (stereo not drawn) | -13%
CCc1ccc(N(C)S(=O)(=O)c2ccc3[nH]cc(C(=O)NCC4CCCO4)c(=O)c3c2)cc1 (stereo not drawn) | -20%
O=C(CCc1ncc(-c2c(F)cccc2F)o1)NCC1(N2CCOCC2)CCCCC1 | 17%
Cc1ccc(C(=O)NCCCS(=O)(=O)Cc2ccccc2)cc1 | -18%
O=C(O)[C@H](Cc1c[nH]c2ccccc12)Nc1ncccc1[N+](=O)[O-] | -14%
Cc1nn2c(=O)cc(CSc3ccccc3NC(=O)c3ccco3)nc2s1 | 10%
Cc1ccc(CN[C@@H]2CO[C@H](CNC(=O)NC(C)C)[C@H]2O)cc1 | 128%[activator][86.2 µM]
O=C(O)c1ccccc1C(=O)Nc1ccc(Oc2ccccc2)cc1 | 18%
CN1C(=O)CCC2(CNC(=O)C3CC3)CCCC=C12 (stereo not drawn) | -12%
CN1C(=O)c2ccccc2Sc2ccc(NC(=O)COc3ccccc3)cc21 | -30%

Remaining list, next part.
mol | KDM5B inhibitor
O=C1CCC(CCC(=O)N2CCC(c3ccc(F)cc3)C2)(Cc2ccc3ccccc3c2)N1 (stereo not drawn) | -21%
CN(C)[C@@H]1CO[C@H](CNC(=O)c2ccncc2)[C@H]1O | -8%[115 µM]
Cc1ccc(NC(=O)Cn2c(-c3ccc(F)cc3)nc(C)cc2=O)c(C)c1 | 27%
CN(C)c1ccc(-c2noc(-c3nc(-c4ccc5c(c4)OCO5)no3)n2)cc1 | -4%
COC(=O)c1cccc(COC(=O)C23CC4CC(CC(O)(C4)C2)C3)c1 | -2%
O=C1c2cnc(-c3ccc(O)c(F)c3)nc2OCCN1Cc1ccccc1 | 20µM*
Cc1cccc(CNc2ncncc2-c2nc(-c3ccccc3)no2)c1 | ?
Cc1cnc(CCNC(=O)c2n[nH]c(=O)c3ccccc23)n1C1CCC1 | -17%
CS(=O)(=O)N1CCC2(CC1)CN(C(=O)c1ccc(N)nc1)Cc1ccccc1O2 | 3%[115 µM]
N#Cc1cccc(C(=O)N2CCCCCNC(=O)[C@@H]3CCC[C@@H]32)c1 | -18%
O=C(NCC1Cn2cccc2CN1Cc1ccccc1)c1n[nH]c2ccccc12 (stereo not drawn) | 14µM*
O=C(COc1ccc(-c2nnc3n2CCCC3)cc1)Nc1cccc(Br)c1 | 8%
COc1ccc(CC(=O)N[C@H]2CCOC[C@H]2C2CCOCC2)c(OC)c1 | 2%
COc1ccccc1C(=O)N1CCC(CCOc2ccncc2)C1 (stereo not drawn) | 9%
Cc1cc(C)cc(N2C(=O)CS(=O)(=O)C23C(=O)N(Cc2ccccc2)c2ccccc23)c1 (stereo not drawn) | -18%

A second format for some results above.
smiles: COc1ccccc1C(=O)N1CCC(CCOc2ccncc2)C1 (stereo not drawn)
  KDM5B inhibitor: 9%
smiles: Cc1cc(C)cc(N2C(=O)CS(=O)(=O)C23C(=O)N(Cc2ccccc2)c2ccccc23)c1 (stereo not drawn)
  KDM5B inhibitor: -18%

(list continues)
mol | KDM5B inhibitor
Cc1cccc(OCC(=O)Nc2cccc(OCc3cc(=O)n4cccc(C)c4n3)c2)c1 | ?
O=C1OC2(CCN(C(=O)c3ccco3)CC2)CN1CCOc1ccccc1 | 21%
CCCNS(=O)(=O)c1cc(-c2nn3c(C)nnc3c3ccccc23)ccc1C | -13%
CNC(=O)CN1c2ccc(F)cc2-c2ccccc2S1(=O)=O | -8%
COC(=O)C1=C(C)NC(=O)C1(NC(=O)c1ccco1)C(F)(F)F (stereo not drawn) | 5%
Cc1ccc(-n2nc(C(=O)N3CCN(c4ccccc4F)CC3)c3c4ccccc4n(C)c3c2=O)cc1 | 4%
NC(=O)C1CCN([C@H]2[C@@H]3OC[C@@H](O3)[C@@H](NCc3ccccc3)[C@@H]2O)CC1 | 5%[86.2 µM]
COc1ccc(/C=C/C(=O)Nc2ccc(NC(C)=O)cc2)cc1S(=O)(=O)N1CCOCC1 | -21%
FC(F)(F)c1cccc(-n2nnnc2C2(N3CCOCC3)CCCC2)c1 | 11%
CCOC(=O)C1CCCN(C(=O)C2CC(c3ccc(F)c(C)c3)CN(C(=O)NC(C)C)C2)C1 (stereo not drawn) | ?
O=C(C[C@@H]1CCNC[C@@H]1Cc1cc(-c2ccc(F)cc2)on1)Nc1nccs1 | 10%[86.2 µM]
CN1CCN(c2ccc(CNS(=O)(=O)c3ccc(Cl)cc3)cc2)CC1 | 40%
Cc1ccc2cccc(NC(=O)c3cccc4ccccc34)c2n1 | ?
O=C1c2ccccc2CN1C1CCN(CC2CC2)CC1 | 35%[activator][149 µM]
CN(C)CC1(O)CCC2(CCN(C(=O)c3cccn3C)CC2)CC1 | -13%

Continued:
mol | KDM5B inhibitor
O=C(Nc1cc(F)ccc1F)c1cc(C2CC2)nn1-c1ccccc1 | -16%
CCOc1ccc(-n2nnnc2CNC(=O)Nc2ccc(C)c(C)c2)cc1 | 6%
CCC1CCc2nc3sc(C(=O)Nc4ccc(C)cc4)c(N)c3cc2C1 (stereo not drawn) | ?
COc1ccccc1N1CCN(C(=O)CN2C(=O)COc3ccc(S(=O)(=O)N4CCCC4)cc32)CC1 | -51%
CCc1ccc(/C(C)=N/NC(=O)c2csc(CC)c2)cc1 | -4%
OCCOc1ccc(CNCCc2c[nH]c3ccccc23)cc1 | -13%
COC(=O)[C@H](NC(=O)C1=C[C@@H](NS(=O)(=O)c2cccc(C(F)(F)F)c2)[C@@H](O)[C@H](O)C1)C(C)C | 24%
CCCCNS(=O)(=O)c1ccc2nc(-c3cccnc3)cc(C(=O)NCCCOCC)c2c1 | 15%
Cc1ccc(-c2nc(CCNC(=O)C(=O)Nc3ccc(C)c(Cl)c3)cs2)cc1 | 1%
COc1ccc(C(=O)N[C@H]2C[C@@H](Cc3cc(-c4ccccc4)on3)C2(C)C)cc1 | 9%[86.2 µM]
CC(=O)Nc1ccc(S(=O)(=O)N2CCC(c3nnc(-c4ccc(C)cc4)o3)CC2)cc1 | -17%
C/C=C/C(=O)OCc1nc2c(c(=O)[nH]c(=O)n2CCCC)n1C | -4%

3 entries from above, ordered by heavy-atom count, low to high:
mol | KDM5B inhibitor
CN1CCN(c2ccc(CNS(=O)(=O)c3ccc(Cl)cc3)cc2)CC1 | 40%
Cc1cccc(CNc2ncncc2-c2nc(-c3ccccc3)no2)c1 | ?
Cc1ccc(S(=O)(=O)N(C)CC(=O)OCC(=O)NCCN2C(=O)CSC2=O)cc1 | 3%
